Screens from PubChem.
NSD2 inh – inhibitors of human histone methyltransferase NSD2; NSD2 peptide methylation, AlphaScreen, 120 min; inhibition, % at 12.5 µM; hit rate 0.54% among 310,000; AID 743445; in the data active means inhibition above about 50%
Pemphigus Ab inh – inhibitors of pemphigus antibody binding to human desmoglein-3; P32926; DSG3-coupled beads, scFv-anti-DSG3-GFP binding, flow cytometry; hits give low values; binding (percent of control), % at 10 µM; hit rate 0.48% among 310,000;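 active means binding more than 3 SD below its plate's average and above zero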;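 further: hits lower antibody fragment binding to DSG3; some compounds called inactive have numbers as strong as hits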
Arr AP2 block – inhibitors of human beta-arrestin and AP2 interaction; FITC-arrestin peptide / GST-AP2 beads, flow cytometry; AP2 beta2 appendage carries R879A mutation; hit rate 0.31% among 340,000; inhibition, % at 10 µM;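 active means inhibition above a set limit, near 3 SD of compounds lacking own fluorescence, cut at about 54% in these data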;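 further: plate controls were DMSO wells for no effect and 5 µM unlabelled arrestin peptide for full effect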
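system = GST-tagged AP2 beta2-adaptin appendage (R879A) on 4 µm glutathione beads | reagent = FITC-labelled arrestin peptide probe, 50 nM final | schedule = compound with beads 12 min RT, then probe 1 h RT | signal = HyperCyt-sampled flow cytometry, FL1 channel, ex 488/em 535 nm | read-out = percent response from loss of bead-bound FITC fluorescence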
SR-BI HDL uptake – blocks mouse SR-BI lipid uptake from DiI-HDL. hit rate 0.96% among 320,000. inhibition, % at 12.5 µM. ldlA[mSR-BI] CHO cells, DiI-HDL uptake fluorescence, 3 h. AID 488896;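 active means mean replicate inhibition of at least 70% and a set share of replicates each scoring 70 or more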;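 further: 0% = median of neutral control wells and 100% = median of positive control wells; values of inactives mirror those of a sister screen read the other way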
Target sequence (Q61009 whole entry, looked up): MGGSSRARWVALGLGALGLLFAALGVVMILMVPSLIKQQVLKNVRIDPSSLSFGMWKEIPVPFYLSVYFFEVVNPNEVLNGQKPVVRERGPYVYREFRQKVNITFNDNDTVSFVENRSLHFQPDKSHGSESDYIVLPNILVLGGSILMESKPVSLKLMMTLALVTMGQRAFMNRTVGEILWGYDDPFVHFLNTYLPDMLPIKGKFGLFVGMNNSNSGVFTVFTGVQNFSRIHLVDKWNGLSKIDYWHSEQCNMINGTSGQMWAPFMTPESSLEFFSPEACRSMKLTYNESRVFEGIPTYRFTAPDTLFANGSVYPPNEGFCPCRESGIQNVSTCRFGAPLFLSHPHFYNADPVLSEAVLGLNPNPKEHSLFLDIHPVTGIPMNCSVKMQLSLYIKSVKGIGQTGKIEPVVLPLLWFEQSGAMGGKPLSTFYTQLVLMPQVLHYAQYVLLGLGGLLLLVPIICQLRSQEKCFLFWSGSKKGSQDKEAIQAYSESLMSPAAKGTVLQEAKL
SUMO Mot1 rescue – inhibitors of SUMOylation pathway: yeast Mot1-301 growth rescue. S. cerevisiae Mot1-301 growth rescue, ATP luminescence, 38.5C; percent above DMSO median, 100 means doubled. growth rescue, % at 18.8 µM. hit rate 1% among 320,000. AID 2716;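 active means every valid replicate shows activation above 250% relative to neutral control wells; inactive means the rest, any valid replicate at or below 250%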;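 further: OY570 slx delta 5 strain wells were the positive control but not used for scaling; some compounds called inactive have numbers as strong as hits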
CDK5 inh – CDK5/p35 (human) kinase inhibition; hit rate 0.01% among 330,000; Q00535+Q15078; Recombinant CDK5/p35, ADP-Glo luminescence, 60 min; inhibition, % at 10 µM; AID 488839;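 active means highest replicate inhibition of at least 50% and at least 75% of replicates reaching 50%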;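 further: plate controls were DMSO neutral control for no effect and GW8510 at 10 µM for full effect; many of its hits are not listed in these tables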
Target sequence (Q00535 whole entry, looked up): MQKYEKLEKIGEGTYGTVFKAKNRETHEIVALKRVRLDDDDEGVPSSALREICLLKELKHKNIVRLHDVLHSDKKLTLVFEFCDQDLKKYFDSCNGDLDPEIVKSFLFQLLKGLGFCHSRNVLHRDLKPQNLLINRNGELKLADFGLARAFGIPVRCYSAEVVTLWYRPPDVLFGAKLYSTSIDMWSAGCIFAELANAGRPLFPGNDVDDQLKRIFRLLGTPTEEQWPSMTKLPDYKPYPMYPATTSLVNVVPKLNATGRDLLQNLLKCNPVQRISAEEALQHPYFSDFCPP
Target sequence (Q15078 whole entry, looked up): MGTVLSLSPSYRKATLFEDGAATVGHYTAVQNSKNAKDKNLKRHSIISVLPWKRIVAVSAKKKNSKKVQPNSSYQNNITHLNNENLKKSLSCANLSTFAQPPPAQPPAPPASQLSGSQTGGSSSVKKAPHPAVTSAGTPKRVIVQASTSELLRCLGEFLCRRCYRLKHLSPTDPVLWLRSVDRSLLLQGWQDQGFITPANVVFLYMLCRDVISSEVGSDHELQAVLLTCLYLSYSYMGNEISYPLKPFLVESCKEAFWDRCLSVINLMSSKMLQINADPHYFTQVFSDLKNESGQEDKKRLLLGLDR
dFosB activator – activators of mouse delta FosB homodimer. P13346. purified delta FosB, TAMRA-CDK5 oligo fluorescence polarization; percent of positive-control signal above neutral wells. activation, % at 25 µM. hit rate 0.99% among 340,000;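 active means mean activation above about 17%, with every replicate also reaching it, limit read from the data, passing the limit was not always enough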;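 further: fluorescence polarization rise as delta FosB binds a TAMRA Cdk5 AP-1 oligo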
SR-BI DiI-HDL act – SR-BI HDL lipid transfer activation; CHO ldlA[mSR-BI] cells, DiI-HDL uptake fluorescence, 3 h; 100 = double the neutral-control signal; activation, % at 12.5 µM; hit rate 0.096% among 320,000; AID 504775;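 active means mean replicate activation of at least 60% and every replicate at or above 60%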;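 further: 0% = median plate neutral-control signal and 100% = twice that signal; values of inactives mirror those of a sister screen read the other way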
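Material: SR-BI-overexpressing, LDLR-lacking CHO cells; schedule: compound exposure 3 h, 37 °C; reagent: DiI-labelled HDL at 10 µg/mL final; technique: bottom-read fluorescence, 550/595 nm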
PKA-R2B activ – PKA-R2B complex activation | P22694+P31323 | PKA-R2B holoenzyme dissociation, Cy5-IP20 fluorescence polarization; R2B truncated from residue 108, S112A mutant; 0% DMSO only, 100% 113 µM cGMP | activation, % at 11.4 µM | hit rate 0.079% among 340,000 | AID 504700;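 active means activation above a cutoff set at the mean over all compounds plus 3 SD, cut at about 18% in these data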;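 further: higher means more holoenzyme dissociation and a rise in polarization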
MITF TRPM1 HTS – MITF TRPM1 promoter activation in melanoma cells | SK-MEL-5 TRPM1-promoter luciferase, 24 h; % of positive control, neutral wells = 0 | activation, % at 12.5 µM | hit rate 0.75% among 300,000 | AID 588334;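 active means mean activation of at least 80% with every replicate also reaching 80%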;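 further: 0% = neutral control wells and 100% = parthenolide positive control wells; values of inactives mirror those of a sister screen read the other way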
PKA-R1A act – PKA-R1A complex activation; P00514+P68181; activation, % at 11.4 µM; hit rate 0.083% among 340,000; PKA-R1A dissociation, Cy5-IP20 fluorescence polarization; scaled: DMSO 0%, 113 µM cGMP 100%;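 active means percent activation above the mean of all tested compounds plus 3 SD, cut at about 19% in these data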;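 further: higher means more PKAc released from R1A so a rise in polarization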
The depositor's hits bear a star; . = no result given.

NSD2 inh,Structure,Pemphigus Ab inh,Arr AP2 block,SR-BI HDL uptake,SUMO Mot1 rescue,CDK5 inh,dFosB activator,SR-BI DiI-HDL act,PKA-R2B activ,MITF TRPM1 HTS,PKA-R1A act
-3.1,COc1ccc(CCNC(=O)Cn2c(=O)oc3cc(Cl)ccc32)cc1OC,89.1,10.3,.,-9.5,-5.5,-6.4,.,18.5*,-5.2,7.3
1.1,CCCN1CCN(CCCNC(=O)C2CCN(c3nnc(-n4cccc4)s3)CC2)CC1,106.2,-3.1,-15.3,-20.6,1.6,1.0,15.3,-0.7,-13.2,-6.5
17.3,Cc1ccc(-c2nc(CN(CC3CCC3)CC3CCCO3)c(C)o2)s1 (centres undefined),102.6,-5.8,4.9,12.1,-0.4,3.6,-4.9,-4.1,6.2,0.5
-1.6,CCN(CC)S(=O)(=O)c1cc(C(=O)OCC(=O)NC2CCCc3ccccc32)ccc1C (centres undefined),105.5,3.4,30.3,-2.9,-6.3,0.1,-30.3,-5.8,-5.0,5.6
-3.4,CCc1nc2sc(C)c(C)c2c(=O)n1CCO,106.5,-5.3,-2.3,-1.5,-0.2,9.0,2.3,-9.2,1.7,-13.6
-0.3,COc1ccc(CC(C(=O)Nc2cc(C)ccc2C)/C(N)=N/O)cc1 (centres undefined),99.3,15.3,-4.6,1.6,0.2,-0.2,4.6,-5.2,-6.2,-9.5
14.1,CSc1nnc(Cc2sc(-c3ccccc3)nc2-c2ccccc2)o1,.,29.3,0.7,13.2,2.6,12.7,-0.7,1.5,27.4,-5.7
14.0,O=[N+]([O-])c1ccc(N2CCCC2)cc1NC1CC1,98.3,-2.5,25.9,13.5,.,-2.0,-25.9,-4.1,4.5,-5.2
-2.9,COc1cccc(NC(=O)CNC(=O)N2CC(=O)Nc3ccccc32)c1,.,-9.2,-17.7,-30.0,-4.9,-3.4,17.7,8.3,31.3,-11.0
1.6,Cc1cccc(NC(=O)c2ccccn2)c1C,.,0.4,-30.3,0.9,-0.7,-5.1,30.3,-2.5,72.9,-0.8
.,Cc1c(C)c2ccc(OC(C)C(=O)N3C[C@H]4C[C@@H](C3)c3cccc(=O)n3C4)c(C)c2oc1=O (some centres undefined),98.7,1.5,-18.3,6.6,-0.1,-7.8,18.3,5.8,-2.0,-4.3
-33.5,Cc1cc([N+](=O)[O-])nn1CC(=O)N/N=C/c1ccccc1O,98.5,7.7,.,0.9,-0.2,-3.8,.,0.5,10.4,-5.2
.,O=C(O)c1ccc(OCCn2ccnc2)cc1,105.7,1.8,8.0,-21.9,0.2,0.3,10.7,4.7,9.1,7.0
28.6,CCC1CCCCN1S(=O)(=O)c1ccc([N+](=O)[O-])cc1 (centres undefined),104.6,-0.1,-8.9,-3.3,1.3,3.7,8.9,-16.4,.,-17.4
3.4,COc1ccc2c(c1)c(=O)oc1cc(OCC(=O)NC3CCCCC3)ccc12,.,3.9,0.2,-6.0,0.1,-2.6,-0.2,1.9,.,9.5
1.5,Cc1sc2nc(SCC(=O)N(CCO)CCO)nc(N)c2c1C,108.3,-18.4,10.7,-18.9,1.0,-3.8,-10.7,-9.6,-3.2,9.7
0.2,CCN(C(=O)COC(=O)c1ccc(C)c(S(=O)(=O)N2CCCCC2)c1)C1CCS(=O)(=O)C1 (centres undefined),112.5,-11.9,5.9,91.7,-2.0,0.6,-5.9,-5.3,1.3,-6.6
29.1,COc1cc2c(cc1OC)CN(C1CCCN(Cc3cc(Cl)ccc3O)C1)CC2 (centres undefined),117.9,35.7,1.1,-8.8,0.3,1.9,-1.1,-3.8,.,2.8
.,Cc1ccccc1Sc1c(C#N)c(-c2ccccc2)nn1C,104.2,-4.9,30.1,-2.1,1.7,-1.4,-30.1,-6.9,-6.1,9.2
1.1,CCOc1ccc2nc(N3C(=O)/C(=C/c4ccc(Cl)cc4)NC3=S)sc2c1,101.3,6.2,9.3,.,1.6,0.2,-9.3,-7.4,2.8,1.6
20.4,Cc1sc2nc(SCC(=O)N(C)Cc3ccccc3)n(-c3ccccc3)c(=O)c2c1C,.,-11.2,.,-7.4,1.9,-10.3,.,-4.5,11.9,-12.3
0.0,COc1ccc(C(=O)NCc2ccncc2)cc1S(=O)(=O)NCc1ccc(Cl)cc1,.,-5.2,4.7,-30.9,1.0,0.0,-4.7,-11.7,-4.3,-5.8
1.0,COc1ccc(CCN2C(=NC(=O)CCC(=O)O)SC3CS(=O)(=O)CC32)cc1 (centres undefined),95.0,-6.5,-16.9,5.0,-2.0,-10.5,16.9,-1.8,-6.8,-2.7
-2.8,Cc1ccc(C)c(N2CC(C(=O)OCC(=O)Nc3cc(C)on3)CC2=O)c1 (centres undefined),109.4,4.2,18.6,1.1,-0.8,-9.8,-18.6,-7.4,-7.2,-8.1
-0.2,C=CCN1C(=O)N(/C=C/C)c2cccc3cccc1c23,101.5,19.4,-1.5,-17.9,0.0,-1.3,1.5,4.0,.,-9.4
2.4,CCCCNC(C(=O)Nc1ccc([N+](=O)[O-])cc1Br)c1ccccc1 (centres undefined),108.8,5.3,-17.1,38.6,-2.8,5.9,17.1,-10.5,3.9,0.5
7.9,c1ccc(CN2CCC3(CC2)Nc2ccccc2S3)cc1,115.7,4.6,6.1,-2.8,-3.2,0.2,-6.1,0.8,-1.6,-4.5
-1.9,CC(=O)Nc1ccc(N2C(=O)CSC2c2cccc(Br)c2)cc1 (centres undefined),98.7,-3.0,-9.7,-5.6,0.4,-4.8,9.7,5.1,8.7,-0.8
10.9,Cc1ccc(S(=O)(=O)Nc2ccc3nc(-c4cccn4C)[nH]c3c2)cc1,107.6,5.6,11.7,28.1,-2.0,-1.1,-11.7,-7.8,16.4,-2.4
-3.5,CCOC(=O)c1sc2nc(CN3CCCCC3)nc(Cl)c2c1C,96.4,26.6,-13.2,-8.3,2.5,-0.7,13.2,-1.1,3.4,-11.1
-0.5,Cc1cc(NC(=O)CSc2nc(=O)n3cc(Cl)ccc3n2)no1,104.2,-3.5,-40.1,545.1,0.3,0.3,40.1,-1.1,5.4,-3.1
0.1,Cc1ccc(C(=O)c2ccccc2C(=O)OCC(=O)Nc2cccc([N+](=O)[O-])c2)cc1,119.8,12.7,21.2,-16.3,-0.2,-8.6,-21.2,-21.3,9.8,-3.1
0.4,CCn1nnc(-c2ccc(N)cc2)n1,105.6,.,-0.8,-16.7,-1.8,-6.0,0.8,-3.9,3.7,-4.3
0.8,Cc1noc(NS(=O)(=O)c2ccc(NC(=O)COc3ccc(C#N)cc3)cc2)c1C,.,27.1,-1.2,22.1,2.7,2.3,1.2,-1.1,-4.1,-16.8
-0.2,CCOC(=O)c1cn(-c2ccc(F)c(F)c2F)c2c(F)c(F)c(F)cc2c1=O,106.2,13.0,19.4,14.8,-0.3,1.7,-19.4,-2.4,.,-7.3
4.3,C=CCNC(=S)N/N=C(\C)c1ccccn1,96.4,19.9,-3.1,-2.3,-0.3,-4.3,3.1,-10.3,-55.6,4.5
-5.1,NC(=O)c1ccc(NC(=O)COC(=O)C2COc3ccccc3O2)cc1 (centres undefined),117.0,6.7,-3.4,-2.0,1.8,-2.6,3.4,4.3,-3.5,-10.3
-1.8,O=C(COC(=O)c1cccc(NS(=O)(=O)c2ccc(F)c(F)c2)c1)NC(=O)NC1CCCC1,105.6,15.3,-7.8,199.8,0.0,-12.2,7.8,-6.6,-22.8,7.6
4.9,O=C(N/C(=C\c1ccco1)C(=O)N1CCCC(CO)C1)c1ccccc1 (centres undefined),.,-11.7,-14.1,84.5,-0.3,-1.1,14.1,7.6,-9.8,3.3
1.8,CCc1cccc(CC)c1NC(=O)COC(=O)c1cccc(S(=O)(=O)N2CCc3ccccc3C2)c1,104.4,7.5,0.9,10.1,-1.6,-2.9,-0.9,-6.9,15.5,-3.4
-2.0,COc1ccc(-c2nc(SC(C)C(=O)NC3CC3)n[nH]2)cc1 (centres undefined),96.5,11.8,6.9,.,0.3,-7.0,-6.9,2.8,11.2,-3.8
48.0,CN(C)CCCNc1ccc(-c2n[nH]c(=O)c3ccccc23)cc1[N+](=O)[O-],114.2,13.1,.,-20.8,0.4,9.0,.,-7.9,-0.4,-2.3
-1.1,COc1ccc(/C=N/NC(=O)Cn2cnc3ccccc3c2=O)cc1,121.0,7.6,-9.6,1.9,0.4,-5.7,9.6,-9.8,-1.7,-6.8
-4.9,O=C(NCc1ccccn1)Nc1ccc2c(c1)OCO2,92.1,35.2,-4.7,-16.0,-1.3,-1.1,4.7,-10.0,18.1,-4.6
0.0,CC(=O)Nc1ccc2c(c1)c1ccccc1n2C(C)=O,94.0,0.3,-6.4,485.0,0.2,12.9,6.4,-1.3,-19.7,3.2

Given with values under each structure: entries from further up.
Results follow in this order: NSD2 inh | Pemphigus Ab inh | Arr AP2 block | SR-BI HDL uptake | SUMO Mot1 rescue | CDK5 inh | dFosB activator | SR-BI DiI-HDL act | PKA-R2B activ | MITF TRPM1 HTS | PKA-R1A act
> Cc1noc(NS(=O)(=O)c2ccc(NC(=O)COc3ccc(C#N)cc3)cc2)c1C
    0.8 | . | 27.1 | -1.2 | 22.1 | 2.7 | 2.3 | 1.2 | -1.1 | -4.1 | -16.8
> CCOC(=O)c1cn(-c2ccc(F)c(F)c2F)c2c(F)c(F)c(F)cc2c1=O
    -0.2 | 106.2 | 13.0 | 19.4 | 14.8 | -0.3 | 1.7 | -19.4 | -2.4 | . | -7.3
> C=CCNC(=S)N/N=C(\C)c1ccccn1
    4.3 | 96.4 | 19.9 | -3.1 | -2.3 | -0.3 | -4.3 | 3.1 | -10.3 | -55.6 | 4.5

Further compounds follow.
NSD2 inh,Structure,Pemphigus Ab inh,Arr AP2 block,SR-BI HDL uptake,SUMO Mot1 rescue,CDK5 inh,dFosB activator,SR-BI DiI-HDL act,PKA-R2B activ,MITF TRPM1 HTS,PKA-R1A act
-1.2,Cn1c(CSCc2ccc(F)cc2)n[nH]c1=S,106.2,-4.9,-6.2,164.3,-0.6,5.2,6.2,5.4,7.3,4.9
.,Cc1cc2c(cc1S(=O)(=O)CCC(=O)NCCc1ccccc1)OCC(=O)N2,100.3,3.7,13.3,-6.3,-4.4,-2.2,-13.3,-3.3,-6.1,0.7
.,COc1ccc(CNS(=O)(=O)c2ccc(S(=O)(=O)N3CCCCC3)cc2)cc1,119.2,-3.6,6.0,-0.9,-2.3,41.1*,-6.0,-7.5,0.9,8.7
104.2*,O=C1OC(Nc2cc(Br)cc3cccnc23)c2ccccc21 (centres undefined),101.7,-5.8,-1.5,-16.8,.,-12.2,1.5,-0.4,-31.0,-6.9

No enrichment for hits; about 4.7% have a hit in one of these screens.
